M1 ag = human M1 muscarinic receptor agonists, primary screen, Fluo-8 calcium fluorescence, CHO-K1 cells, HTS; activation, % at 3 µM; AID 588814, 2011; Muscarinic acetylcholine receptor M1 (Homo sapiens), P11229; CHO-K1 hM1, agonist mode; 0% DMSO, 100% acetylcholine EC100; hit rate 0.33% among 360,000;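 active = activation above the run's mean compound activation plus 3 SD, cut at about 16% in these data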;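 also: peak over basal fluorescence ratio within a 140 s kinetic read after compound addition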
Target sequence (P11229 whole entry, looked up): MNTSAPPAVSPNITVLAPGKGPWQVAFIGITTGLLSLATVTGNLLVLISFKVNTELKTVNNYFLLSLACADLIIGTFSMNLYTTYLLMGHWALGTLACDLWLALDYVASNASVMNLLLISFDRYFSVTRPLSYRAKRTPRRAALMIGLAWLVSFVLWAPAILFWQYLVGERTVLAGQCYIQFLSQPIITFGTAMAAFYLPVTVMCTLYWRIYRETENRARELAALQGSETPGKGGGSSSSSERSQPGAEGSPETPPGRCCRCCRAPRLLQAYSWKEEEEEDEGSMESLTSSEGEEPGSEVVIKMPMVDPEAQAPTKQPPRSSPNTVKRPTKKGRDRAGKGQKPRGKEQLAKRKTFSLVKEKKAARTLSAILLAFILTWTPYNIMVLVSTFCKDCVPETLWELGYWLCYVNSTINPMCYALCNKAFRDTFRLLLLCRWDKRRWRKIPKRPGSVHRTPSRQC
M1 PAM parental = nonselective calcium activators in parental CHO-K1 cells, primary screen, counter-screen for M1 PAM project, cell-based, Fluo-8 calcium fluorescence, full deck, 1536-well; ATP EC20; 0% at ATP EC20, 100% at ATP max; activation, % at 3 µM; hit rate 0.02% among 360,000;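 active = activation above the run cutoff, the mean activation of all test compounds plus 3 SD, cut at about 40% in these data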;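 also: peak over basal fluorescence ratio in a 140 s read after ATP addition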
TAAR1 agonist = human TAAR1 agonists, primary screen, Fluo-8 calcium fluorescence, CHO RD-HGA16 cells; hit rate 0.99% among 360,000; AID 624467, 2012; activation, % at 3 µM; vehicle wells 0%, saturating PEA agonist 100%; Trace amine-associated receptor 1 (Homo sapiens), Q96RJ0;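 active = activation above the mean activation of all test compounds in the run plus 3 SD, cut at about 38% in these data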
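Signal – calcium-sensitive Fluo-8 signal, excitation 470-495, emission 515-575 nm · System – RD-HGA16 (CHO) cells co-expressing Gα16 and hTAAR1 · Incubation – 17-24 h seeding, 75 min 37 °C dye, 30 min RT · Compound dosing – 3 µM single concentration · Repeats – no replicates (n 1)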
OXTR potentiator = human OXTR potentiators, primary screen, fluorescence, CHO-OTR cells, Fluo-8 calcium. Oxytocin receptor (Homo sapiens), P30559. Fluo-8 calcium fluorescence, potentiator mode; 0% = oxytocin EC15, 100% = EC100. activation, % at 3 µM. hit rate 0.061% among 320,000. AID 2445, 2010;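 active = activation above that plate's cutoff, the mean activation of tested compounds plus 3 SD, cut at about 6.6% in these data, passing the limit was not always enough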;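 also: 100% uses oxytocin at 75 nM as the full agonist control; some results filed as inactive read as strong as hits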
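Replication – single well per compound, singlicate · Assay system – CHO cell line stably expressing human OTR · Timing – 6 min pre-incubation, 100 s read · Measure – normalized max/min fluorescence ratio, % activation · Doses – 3.0 µM, one dose · Detection – Fluo-8 calcium dye fluorescence · Probe or stimulus – oxytocin near EC15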
M1 ag parental = counter-screen for M1 agonists: effect in parental CHO-K1 cells. Fluo-8 calcium fluorescence; scaled to maximal ATP response, vehicle zero. activation, % at 3 µM. hit rate 0.48% among 360,000. AID 602248, 2012; in the data active = activation above about 15%;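 also: untransfected CHO-K1 host cells lacking M1 receptor as counterscreen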
CHO parental Ca = ATP-evoked calcium signal inhibitors, parental CHO, primary screen, counter-screen for OX1R antagonist project, cell-based, fluorescence, Fluo-8 calcium dye; hit rate 0.63% among 330,000; AID 463079, 2010; parental CHO-K1, ATP-induced calcium, Fluo-8 fluorescence; inhibition, % at 5.6 µM;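 active = inhibition above that plate's mean sample inhibition plus 3 SD, cut at about 26% in these data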;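 also: 0% = ATP-challenged DMSO wells and 100% = DMSO wells without ATP; some compounds past the cut are filed as inactive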
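Test system: untransfected parental CHO cell line; also added: ATP stimulus; dosing: 5.6 µM, single dose; signal: calcium-sensitive Fluo-8 fluorescence; measure: percent inhibition of ATP-evoked calcium rise, normalized to controls; benchmarks: low control ATP plus DMSO, high control DMSO only; replication: one well per compound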
V1R ag counter = agonists of human V1a receptor, primary screen, counter-screen for OXTR agonist project, fluorescence, CHO-V1R cells; Fluo-8 calcium fluorescence, agonist mode; 0% DMSO, 100% 3 nM vasopressin; AID 2797, 2010; activation, % at 3 µM; Vasopressin V1a receptor (Homo sapiens), P37288; hit rate 0.25% among 320,000;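 active = activation above the mean activation of all tested compounds plus 3 SD, per screening run, cut at about 20% in these data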;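 also: signal is peak over basal fluorescence ratio across a 100 second FLIPR read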
Target sequence (P37288 whole entry, looked up): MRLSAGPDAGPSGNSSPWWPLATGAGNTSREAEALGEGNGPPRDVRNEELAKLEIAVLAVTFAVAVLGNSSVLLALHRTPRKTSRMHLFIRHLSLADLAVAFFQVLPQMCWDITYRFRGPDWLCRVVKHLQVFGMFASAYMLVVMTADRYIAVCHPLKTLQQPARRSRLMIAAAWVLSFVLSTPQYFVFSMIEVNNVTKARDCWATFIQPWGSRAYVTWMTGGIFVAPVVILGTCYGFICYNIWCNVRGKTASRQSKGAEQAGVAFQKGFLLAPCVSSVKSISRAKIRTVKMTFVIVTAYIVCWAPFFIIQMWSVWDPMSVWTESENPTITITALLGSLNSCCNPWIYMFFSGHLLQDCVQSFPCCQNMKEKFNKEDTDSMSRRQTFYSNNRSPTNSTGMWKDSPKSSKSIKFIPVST
CHO-K1 Ca antag = M1 antagonist counterscreen hit in parental CHO-K1 cells; ATP-induced calcium, Fluo-8 fluorescence; inhibition, % at 3 µM; hit rate 0.6% among 360,000;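 active = inhibition above a per-plate cutoff, the plate's mean sample inhibition plus 3 SD, cut at about 24% in these data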;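 also: 0% = DMSO plus EC80 ATP and 100% = DMSO alone without ATP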
TAAR1 antag = human TAAR1 antagonists, primary screen, Fluo-8 calcium fluorescence, CHO RD-HGA16 cells. Trace amine-associated receptor 1 (Homo sapiens), Q96RJ0. antagonist. inhibition, % at 3 µM. hit rate 1.5% among 360,000;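 active = inhibition above a per-plate cutoff, the mean inhibition of test compounds on that plate plus 3 SD, cut at about 49% in these data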;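 also: 0% = DMSO plus EC80 beta-PEA response and 100% = DMSO alone without agonist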
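System: CHO RD-HGA16 cells bearing hTAAR1. Reagent: EC80 β-phenethylamine stimulus. Schedule: seeding 17-24 h prior, 75-min 37 °C, 30-min RT dye loading. Signal: Fluo-8 intracellular calcium dye fluorescence, real-time kinetic reads. Read-out: % inhibition from peak post-agonist over basal fluorescence ratio. Benchmarks: vehicle wells and EC80 agonist wells. Replicates: n of 1.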
Active calls of the source: *; nt = not tested or not shown.

SMILES	M1 ag	M1 PAM parental	TAAR1 agonist	OXTR potentiator	M1 ag parental	CHO parental Ca	V1R ag counter	CHO-K1 Ca antag	TAAR1 antag
Cc1ccsc1/C=N/NC(=O)c1sccc1C	-3	6	7	-4	8.4	1	-0.8	6	13
CCC(=O)Nc1nnc(SCc2cccc(F)c2)s1	-10	-11	7	-6	0.6	12	1.3	-5	-24
COc1ccc(OCC(=O)NC(=O)c2ccccc2)c([N+](=O)[O-])c1	-2	11	15	-5	0.6	-21	1.1	-6	16
CN(CC(=O)NCCc1ccc(S(N)(=O)=O)cc1)CC(=O)Nc1cccc(F)c1	-2	21	6	nt	0.7	nt	nt	-8	-35
Cc1cc(C(=O)OCC(=O)NCc2ccco2)c(C)n1-c1ccccc1	-2	13	2	-8	2.3	-8	3.5	1	9
C=C1CCN([C@@H](C)C(=O)NCc2ccc(OC)cc2)S(=O)(=O)c2ccccc21	-5	-13	15	-11	0.4	-25	0.1	-7	7
CCN(CC)CC(=O)Nc1c(C)cc(C(C)(C)C)cc1C	-2	12	6	-4	0.4	-13	-1.4	-12	0
O=C(N/N=C/c1cccc([N+](=O)[O-])c1)c1ccc(CN2CCOCC2)cc1	-6	-7	7	-3	0.5	-11	0.6	1	-3
O=C(c1cc2cc(F)ccc2[nH]1)N1CCCC(Nc2ccc(F)cc2)C1 (configuration not stated)	0	14	-1	-5	2.8	-12	4.8	-10	10
COc1ccccc1C1CC(c2ccccc2)Nc2ncnn21 (configuration not stated)	-5	19	nt	-3	0.8	-11	1.1	2	nt
COc1cccc(CNC(=O)c2ccc(NC(=O)C3CCCO3)cc2)c1 (configuration not stated)	-2	16	6	-1	0.0	-10	1.0	-9	6
COc1ccccc1C(CNC(=O)C(C)Oc1ccc(Br)cc1)N1CCCC1 (configuration not stated)	-6	11	0	-4	1.1	-32	0.1	-2	-25
Cc1cc(C)nc(SC2CCCCC2NS(=O)(=O)c2ccc(Cl)cc2)n1 (configuration not stated)	-11	25	-2	8	0.5	-29	-1.7	-16	-8
COc1ccc(OC)c(S(=O)(=O)N2CCC(C(=O)Nc3cccc(C)c3)CC2)c1	-3	7	20	-14	7.0	11	11	-12	44
COCCSc1nnc(NC(=O)c2ccc(OC)c([N+](=O)[O-])c2)s1	-5	6	3	6	1.5	-2	0.4	-10	-17
COc1ccc(S(=O)(=O)N2C(=O)/C(=C3\SC(N)=NC3=O)c3ccccc32)cc1	-3	-13	-1	1	-0.3	-16	-0.6	3	-10
COCCCNS(=O)(=O)c1ccc2c(c1)CCN2C(C)=O	-1	-1	1	-6	-0.1	-1	0.8	-7	8
COc1cccc(C(=O)c2c[nH]c(C(=O)NCCCN(C)C)c2)c1	-7	-14	2	-8	-0.4	1	-0.3	5	-14
CCNS(=O)(=O)c1ccc(NC(=O)c2ccccc2)cc1	-4	9	4	-7	1.8	-1	1.7	-16	-11
CCC(C)NS(=O)(=O)c1ccc(S(=O)(=O)N(CC(=O)Nc2ccccc2)Cc2ccco2)cc1 (configuration not stated)	1	16	14	-11	9.6	-1	6.4	-9	22

Quoted from the listing:
Cc1ccsc1/C=N/NC(=O)c1sccc1C in M1 PAM parental shows 6
COc1ccc(S(=O)(=O)N2C(=O)/C(=C3\SC(N)=NC3=O)c3ccccc32)cc1 in CHO parental Ca shows -16
C=C1CCN([C@@H](C)C(=O)NCc2ccc(OC)cc2)S(=O)(=O)c2ccccc21 in OXTR potentiator shows -11
COCCCNS(=O)(=O)c1ccc2c(c1)CCN2C(C)=O in M1 ag shows -1
CCC(C)NS(=O)(=O)c1ccc(S(=O)(=O)N(CC(=O)Nc2ccccc2)Cc2ccco2)cc1 (configuration not stated) in OXTR potentiator shows -11
O=C(c1cc2cc(F)ccc2[nH]1)N1CCCC(Nc2ccc(F)cc2)C1 (configuration not stated) in M1 PAM parental shows 14
COc1ccc(OCC(=O)NC(=O)c2ccccc2)c([N+](=O)[O-])c1 in V1R ag counter shows 1.1

Filtered by structure, the entries above with a furan ring, fused or not.
SMILES	M1 ag	M1 PAM parental	TAAR1 agonist	OXTR potentiator	M1 ag parental	CHO parental Ca	V1R ag counter	CHO-K1 Ca antag	TAAR1 antag
Cc1cc(C(=O)OCC(=O)NCc2ccco2)c(C)n1-c1ccccc1	-2	13	2	-8	2.3	-8	3.5	1	9
CCC(C)NS(=O)(=O)c1ccc(S(=O)(=O)N(CC(=O)Nc2ccccc2)Cc2ccco2)cc1 (configuration not stated)	1	16	14	-11	9.6	-1	6.4	-9	22

Next section.
SMILES	M1 ag	M1 PAM parental	TAAR1 agonist	OXTR potentiator	M1 ag parental	CHO parental Ca	V1R ag counter	CHO-K1 Ca antag	TAAR1 antag
COc1ccc(N2CCN(C(=O)CNC(=O)Cn3cnc4sc(C)c(C)c4c3=O)CC2)cc1	-2	14	1	0	0.8	-9	0.4	-7	-24
O=C(CNS(=O)(=O)c1cccc2nonc12)NCc1ccc(F)cc1	-5	23	5	-5	0.6	-2	-0.7	-10	-4
C/C(=N\NC(=O)C(N)=O)c1ccc(NC(=O)c2cccs2)cc1	-4	-12	6	-14	0.3	-8	0.1	4	-1
Cc1csc(=O)n1CCC(=O)OCc1nnc(-c2ccc(Cl)cc2)o1	-3	-9	0	nt	0.3	nt	nt	-10	-12
CC(C)CN(CC(C)C)S(=O)(=O)N1CCC(C(=O)NCc2ccccn2)CC1	-7	-12	6	-3	0.0	-2	-0.3	-8	12
O=C(Cn1c(=O)cnc2ccccc21)Nc1cc(Cl)ccc1N1CCOCC1	-6	10	2	-4	1.5	-29	0.8	-14	-6
O=C(Nc1ccc(N2CCOCC2)c(F)c1)c1cccs1	-3	19	1	-2	1.0	-5	0.5	-2	-9
CCCNC(=O)CCC(NS(=O)(=O)c1ccc(C)cc1)C(=O)NCCC (configuration not stated)	7	6	5	-4	-0.1	-10	0.2	-7	8
CC(/C=N/n1c(-c2ccco2)n[nH]c1=S)=C\c1ccccc1	-7	5	-3	-1	-0.6	-25	-0.7	-1	-14
Cc1cc(C)cc(-n2c3ccc(NC(=S)NC4CCCCC4)cc3c(=O)n2C)c1	-6	-2	3	nt	0.3	nt	nt	-1	-5
COc1cccc(C2(O)CCN(C(=O)C3CC3)CC2)c1	-3	12	7	-6	0.2	0	1.2	-3	5
COc1ccc(-c2c(C#N)c(SCC(=O)Nc3ccccc3)nc3c2CCCC3)cc1	-4	20	12	-12	-0.2	-16	3.4	-14	-4
COC(=O)C1=C(CS(=O)(=O)c2ccc(Cl)cc2)NC(=O)NC1c1ccc(O)cc1 (configuration not stated)	-2	-15	1	-9	0.2	-3	-0.7	8	-3
Cc1cccc(N2CCN(C(=O)c3cccc(N4C(=O)C5CC=CC(C)C5C4=O)c3)CC2)c1C (configuration not stated)	-2	17	8	-9	5.4	-21	1.1	-37	37
CCC(=O)Nc1ccc(-c2nnc(-c3ccccc3)o2)cc1	-3	16	5	0	0.3	0	1.1	-4	0
COc1ccc(C(C(N)=O)c2ncc(C(F)(F)F)cc2Cl)cc1OC (configuration not stated)	-5	-2	14	-8	0.4	-11	1.0	-8	4
O=S(=O)(c1ccc2ccccc2c1)N1C=CC(C(F)(F)F)=NCC1	-2	9	15	-4	1.4	-13	1.6	1	-7
COCCNC(=S)N/N=C(\C)c1ccc(O)cc1	-5	9	1	-6	0.0	-11	0.3	-1	-9
Cc1ccc(NC(=O)c2ccc(C(=O)c3ccccc3)cc2)nc1	-4	-23	1	-5	3.3	-10	4.2	6	8
CCC(CC)c1nnc(NC(=O)COc2ccc3c(c2)OCO3)s1	9	18	34	-10	20*	-14	2.9	-7	-8
Cc1nnc(NS(=O)(=O)c2ccc(Br)cc2)s1	-3	8	4	2	0.2	3	0.2	-15	-11
CCCc1cc(NCCN(C)C)n2c(nc3ccccc32)c1C#N	-8	12	3	-8	1.0	-9	-0.6	0	-13
COc1ccc(/C=C/c2c(-c3ccc(OC)cc3)oc(=O)c3cc(OC)c(OC)cc23)cc1	-3	21	9	-5	1.0	0	0.0	-21	3
CC1C=CCC2C(=O)N(c3cccc(C(=O)N4CCCCCC4)c3)C(=O)C12 (configuration not stated)	-4	-15	0	-1	0.6	-18	0.7	-10	13
CN(C)CCCn1c(SCC(=O)N2CC(=O)Nc3ccccc32)nc2ccccc2c1=O	-8	13	5	2	0.4	1	0.7	-14	-23
OC[C@@H]1CN(Cc2ccc(Cl)cc2)C[C@H](n2cnc3c(NCc4ccco4)ncnc32)O1	0	-2	8	nt	3.4	nt	nt	-9	11
Cc1cccc(NC(=O)CN2CCN(C(=O)C3CCCO3)CC2)c1C (configuration not stated)	-1	-11	1	-2	0.8	-2	0.2	-4	-1
OC(CC#CCN1CCOCC1)(c1ccccc1)c1ccccc1	-9	5	4	2	0.5	-4	0.7	-2	-18
c1ccc(CSc2nnc(-c3cccnc3)o2)cc1	-3	-6	-2	-3	0.1	-11	1.2	19	4

Filtered by structure, those above containing a nitro group on carbon
SMILES	M1 ag	M1 PAM parental	TAAR1 agonist	OXTR potentiator	M1 ag parental	CHO parental Ca	V1R ag counter	CHO-K1 Ca antag	TAAR1 antag
COc1ccc(OCC(=O)NC(=O)c2ccccc2)c([N+](=O)[O-])c1	-2	11	15	-5	0.6	-21	1.1	-6	16
O=C(N/N=C/c1cccc([N+](=O)[O-])c1)c1ccc(CN2CCOCC2)cc1	-6	-7	7	-3	0.5	-11	0.6	1	-3
COCCSc1nnc(NC(=O)c2ccc(OC)c([N+](=O)[O-])c2)s1	-5	6	3	6	1.5	-2	0.4	-10	-17

Compound activity: PubChem BioAssay, The Scripps Research Institute Molecular Screening Center
